High-throughput results as filed in PubChem BioAssay.
RORg inh: qHTS for inhibitors of ROR gamma transcriptional activity; Nuclear receptor ROR-gamma (Mus musculus), P51450; Drosophila S2 Gal4-RORgamma UAS-luciferase reporter, 20 h; Potency, µM (top dose mostly 53.6 µM), without a hit: at the highest dose activity change, negative = inhibition, actives largely listed as inhibitors; 5.4% of 310,000 active; note: potency is the fitted concentration of half-maximal effect; % is set by controls: 0 for no effect and ±100 for the full control effect; nearly all actives have a fitted effect of over 60% in size
Target sequence (P51450 whole entry, looked up, the tested form may be a part): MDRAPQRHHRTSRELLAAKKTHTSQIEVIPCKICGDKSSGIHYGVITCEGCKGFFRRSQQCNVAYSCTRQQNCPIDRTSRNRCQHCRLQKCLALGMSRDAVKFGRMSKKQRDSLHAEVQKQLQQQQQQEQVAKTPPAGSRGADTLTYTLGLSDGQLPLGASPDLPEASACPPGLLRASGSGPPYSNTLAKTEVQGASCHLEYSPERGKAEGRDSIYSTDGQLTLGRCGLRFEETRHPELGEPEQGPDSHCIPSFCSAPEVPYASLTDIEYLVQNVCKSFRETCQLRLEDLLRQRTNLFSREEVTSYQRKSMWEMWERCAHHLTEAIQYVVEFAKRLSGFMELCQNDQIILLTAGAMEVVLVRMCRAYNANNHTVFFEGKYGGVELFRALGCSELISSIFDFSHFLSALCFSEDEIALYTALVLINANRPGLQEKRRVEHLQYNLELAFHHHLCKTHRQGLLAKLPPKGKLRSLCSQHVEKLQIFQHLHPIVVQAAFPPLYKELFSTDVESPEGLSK
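Read-out: Photinus luciferase luminescence; inhibitors lower reporter signal. Insect Schneider cells with Gal4-ROR gamma fusion under metallothionein promoter, UAS reporter; 700 uM final copper sulfate induction, 20 hr, ambient temperature.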
NPC1 prom act: qHTS Assay for NPC1 Promoter Activators; Huh7 NPC1 promoter luciferase reporter, 24 h; Potency, µM (titrated, usually from 9.22 µM), for inactives: top-dose activation, most hits filed as activators; 2.4% of 320,000 active; AID 485313, 2010;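 note: potency is the fitted concentration of half-maximal effect; % of control where 0% means no effect; nearly all actives have a fitted effect of over 60% in size; reporter is driven by a mutant NPC1 promoter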
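Cells: Huh7 expressing luciferase under the NPC1 promoter, 1500/well. Seeded 2 h, compound added, incubated 24 h at 37 °C. Luciferase reagent, 10 min ambient, then luminescence.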
KCNH2 3.1 inh: qHTS for Inhibitors of KCHN2 3.1: Mutant qHTS; U2OS KCNH2 3.1, thallium flux FluxOr; stronger effect = lower value; activity change, % (tested at about 1.8 µM); 0.95% of 340,000 active;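 active = maximum activity change below -70%; inconclusive = maximum activity change from -70% to -50%; inactive = maximum activity change above -50%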;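 note: thallium influx rate constant from kinetic fluorescence after stimulation buffer; % is set by controls: 0 for no effect and ±100 for the full control effect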
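U2OS cells transduced with KCNH2 3.1 mutant virus (1.77 x 10^8 /mL, 4 h), plated overnight at 37 C, loaded 45 min with FluxOr dye plus Red40 quencher. Thallium flux rate constant from kinetic reads after stimulation buffer, normalised to controls.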
FLuc modulator: qHTS profiling assay for firefly luciferase inhibitor/activator using purifed enzyme and Km concentrations of substrates (counterscreen for miR-21 project); Luciferin 4-monooxygenase (Photinus pyralis), P08659; purified FLuc, Km substrates, luminescence inhibition; Potency, µM (series often up to 57.5 µM), inactives show top-dose activity change, negative = inhibition, actives largely listed as inhibitors; 6.9% of 360,000 active; AID 588342, 2011;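 note: potency is the fitted concentration of half-maximal effect; plate controls were vehicle for no effect and reference inhibitor for full effect; nearly all actives have a fitted effect of over 55% in size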
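Biochemical qHTS of compounds, final roughly 60 µM downward over six points, against 10 nM purified firefly luciferase using Km concentrations of substrates (10 uM D-luciferin, 10 uM ATP) in Tris acetate pH 7.5 buffer; luminescence output.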
Rab9 promoter act: qHTS Assay for Rab9 Promoter Activators; Huh7 Rab9 promoter-luciferase reporter, luminescence, 24 h; Potency, µM (series often up to 9.22 µM), inactives show at the highest dose activation, negative = inhibition, usual class: activators; 2.8% of 320,000 active; note: potency is the fitted concentration of half-maximal effect; % of control where 0% means no effect; nearly all actives have a fitted effect of over 60% in size
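Huh7 cells stably carrying Rab9 promoter–luciferase reporter, plated 1500 cells/well, compound added after 2 h and incubated 24 h at 37 °C; luciferase luminescence then read after 10 min with detection reagent.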
VP16 counter: VP16 counterscreen qHTS for inhibitors of ROR gamma transcriptional activity; Drosophila S2 Gal4-VP16 UAS-luciferase, luminescence, 20 h; Potency, µM (highest dose often 53.6 µM), inactives show at the highest dose activity, negative = inhibition, most hits filed as inhibitors; 3.5% of 310,000 active;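 note: Gal4-VP16 expression switched on by copper sulfate through the metallothionein promoter; potency is the fitted concentration of half-maximal effect; % is set by controls: 0 for no effect and ±100 for the full control effect; nearly all actives have a fitted effect of over 50% in size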
ELG1 repair inh: qHTS screen for small molecules that inhibit ELG1-dependent DNA repair in human embryonic kidney (HEK293T) cells expressing luciferase-tagged ELG1 | HEK293T ELG1-luciferase reporter, luminescence, 16 h; DNA damage induced by 5-fluorouridine | Potency, µM (highest dose often 46.1 µM), inactives show top-dose activity change, negative = inhibition, usual class: inhibitors | 2.3% of 330,000 active | AID 504467, 2011; note: potency is the fitted concentration of half-maximal effect; % is set by controls: 0 for no effect and ±100 for the full control effect; nearly all actives have a fitted effect of over 55% in size
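DMSO vehicle served as the neutral condition. Each well held 2,000 cells given 5-fluorouridine plus compound; after 16 hr at 37 °C/5% CO2, ONE-Glo was added and luciferase measured 30 min later.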
Menin-MLL TR inh: qHTS Assay for Inhibitors Targeting the Menin-MLL Interaction in MLL Related Leukemias: Competition With Texas Red Labeled MLL-derived Mutant Peptide; O00255; Menin + Texas Red MLL mutant peptide, fluorescence polarization; Potency, µM (doses to about 61.6 µM), inactives show at the highest dose FP activity change, negative = inhibition, usual class: inhibitors; 0.23% of 270,000 active; AID 1768, 2009; active = well fitted inhibition curve with a large enough effect in the polarisation, with a control signal flat, not every such curve was filed as active; inconclusive = small, poorly fitted or top-dose-only effect, or effect the other way, or a change in a side signal; inactive = no such curve, though single readings can be large or run the other way; the % refers to the polarisation; note: potency is the fitted concentration of half-maximal effect; % of control where 0% means no effect; many of its hits are not listed in these tables
Target sequence (O00255 whole entry, looked up): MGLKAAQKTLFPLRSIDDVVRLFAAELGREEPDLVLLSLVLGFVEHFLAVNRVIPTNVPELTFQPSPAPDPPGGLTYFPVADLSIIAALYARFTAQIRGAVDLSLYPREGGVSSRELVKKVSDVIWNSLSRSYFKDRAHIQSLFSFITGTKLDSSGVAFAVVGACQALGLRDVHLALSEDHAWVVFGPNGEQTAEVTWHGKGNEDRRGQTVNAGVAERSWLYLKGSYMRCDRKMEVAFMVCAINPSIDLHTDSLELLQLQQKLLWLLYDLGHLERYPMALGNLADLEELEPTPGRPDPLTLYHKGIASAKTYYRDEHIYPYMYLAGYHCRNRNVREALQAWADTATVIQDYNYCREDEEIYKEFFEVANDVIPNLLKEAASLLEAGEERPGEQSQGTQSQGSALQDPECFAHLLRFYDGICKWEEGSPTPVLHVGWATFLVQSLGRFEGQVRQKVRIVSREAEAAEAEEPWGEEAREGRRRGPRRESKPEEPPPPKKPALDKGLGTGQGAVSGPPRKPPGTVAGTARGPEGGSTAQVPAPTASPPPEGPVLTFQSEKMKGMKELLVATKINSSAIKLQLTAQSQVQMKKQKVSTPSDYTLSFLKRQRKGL
Mito fusion yeast: qHTS Assay for Small Molecule Inhibitors of Mitochondrial Division or Activators of Mitochondrial Fusion. S. cerevisiae fusion-defective mutant growth rescue, CellTiterGlo 48 h. Potency, µM (top dose mostly 46.1 µM), inactives show at the top dose growth rescue (activation), most hits filed as activators. 0.23% of 320,000 active. AID 485298, 2010;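 note: potency is the fitted concentration of half-maximal effect; % of control where 0% means no effect; nearly all actives have a fitted effect of over 45% in size; temperature-sensitive fusion mutants such as fzo1-1 at 37 °C on non-fermentable ethanol glycerol medium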
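Temperature-sensitive fusion-defective S. cerevisiae (e.g. fzo1-1, mgm1-5) were grown with compound in YPEG medium (3% ethanol, 3% glycerol) for 48 hours at 37C. Growth rescue was measured as viability by CellTiterGlo luminescence after 10 minutes at ambient.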
PKM2 activator: qHTS Assay for Activators of Human Muscle isoform 2 Pyruvate Kinase; 0.34% of 260,000 active; Potency, µM (doses to about 57.5 µM), inactives show at the highest dose activation, hits mostly activators; Pyruvate kinase PKM (Homo sapiens), P14618; AID 1631, 2009; purified PKM2, Kinase-Glo ATP luminescence, activation; response scale: 0% is enzyme alone, no compound; note: potency is the fitted concentration of half-maximal effect; % is set by controls: 0 for no effect and ±100 for the full control effect; nearly all actives have a fitted effect of over 55% in size
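Purified hPK-M2 (>95% pure) converted ADP (0.1 mM final) to ATP with 0.5 mM PEP in 50 mM imidazole pH7.2, KCl, MgCl2, Tween 20, BSA; 1 h at room temperature. ATP detected by Kinase-Glo luminescence.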
MBNL1-CUG inh: qHTS Assay for Inhibitors of MBNL1-poly(CUG) RNA binding; Muscleblind-like protein 1 (Homo sapiens), Q9NR56; TR-FRET MBNL1-His/biotin-(CUG)12 binding, 665/545 ratio; Potency, µM (series often up to 57.5 µM), for the others: top-dose activity change, negative = inhibition, usual class: inhibitors; 0.036% of 280,000 active; AID 2675, 2010; active = well fitted inhibition curve with a large enough effect in the signal ratio, with a control signal flat, not every such curve was filed as active; inconclusive = small, poorly fitted or top-dose-only effect, or effect the other way, or a change in a side signal; inactive = no such curve, though single readings can be large or run the other way; the % refers to the signal ratio; note: potency is the fitted concentration of half-maximal effect; % is set by controls: 0 for no effect and ±100 for the full control effect
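Inhibition of protein-RNA binding appears as loss of TR-FRET between terbium anti-His antibody on MBNL1-His and streptavidin-XL665 on biotin-(CUG)12. Activity is normalized to buffer-only and uninhibited-complex controls.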
* hit, by the source's call; ? = inconclusive; / = no result given; & = joins results of further samples; [ ] = dose if it differs, or a comment. Unless noted, calls come from the whole dose curve; as a rule, active = well fitted curve in the direction sought with a large enough effect; inconclusive = small, poorly fitted or top-dose-only effect, or another doubt; inactive = no such curve, though single readings can be large; an effect the other way counts as inactive or inconclusive.

| item | molecule | ELG1 repair inh | PKM2 activator | RORg inh | KCNH2 3.1 inh | NPC1 prom act | VP16 counter | Rab9 promoter act | Mito fusion yeast | Menin-MLL TR inh | MBNL1-CUG inh | FLuc modulator |
| --- | --- | --- | --- | --- | --- | --- | --- | --- | --- | --- | --- | --- |
| 1 | CCCCCCNC(=O)N[C@H](Cc1ccc(O)cc1)C(=O)NCCC[C@H]1CN2C(=NC[C@H]2CCC)N1CC1CCC1 | 7% | -30% | 40% | / | 0% | -14% | -2% | -1% | / | -10% | -18% |
| 2 | CCc1ccc(CNCCc2ccc(F)cc2)cc1 | -5% | -23% | -63% | 3 | 5% | ? | -1% | -1% | -23% | ? | 0% |
| 3 | O=C(COC(=O)c1cccc(O)c1)Nc1ccc(Cl)cc1C(=O)c1ccccc1 | ? | 0% | ? | 9 | 2% | ? | -2% | 17% | 18% | 17% | -1% |
| 4 | CC(C)CC12CN3CCN(CC(C3)/C1=N/O)C2 | 10% | -8% | 0% | 8 | -1% | -3% | -7% | -1% | 10% | -7% | 4% |
| 5 | Clc1ccccc1Nc1ncnc(-n2cccc2)n1 | ? | -12% | 22% | -2 | 2.8µM* | 0% | 3.5µM* | 1% | 26% | -3% | 7.6µM* |
| 6 | C=C(C=O)CC1CC(O)[C@]2(C)OC3CC4OC5C[C@]6(C)O[C@]7(C)CCC8OC9C[C@]%10(C)OC%11C(C)=CC(=O)OC%11CC%10OC9C[C@@H](C)C8OC7CC6O[C@]5(C)CC5OC5C4OC3CC2O1 (stereo not given in full) | 4.1µM* | 1% | -27% | -1 | -39%[inhibitor] | -2% | -42%[inhibitor] | -10% | -23% | -2% | 0% |
| 7 | c1ccc2sc(C3(N4CCCCC4)CCCCC3)cc2c1 | / | / | -12% | / | 0%[46.1 µM] | 6% | -6%[46.1 µM] | 11% | ? | / | / |
| 8 | CCN(CC)C(=O)Oc1ccc(OC(=O)N(CC)CC)cc1 | 19% | -8% | 42% | 11 | -3% | -25% | -7% | ? | ? | -4% | 1% |
| 9 | C[C@@]1(CO)[C@H](O)CC[C@@]2(C)[C@H]1CC[C@H]1C[C@@H]3C[C@@]12CC[C@]3(O)CO | -7% | 0% | -3% | / | -1% | 1% | -8% | 2% | -2% | -25% | 4% |
| 10 | CC1CN=C(Nc2ccc(F)cc2)S1 (stereo not given) | 9% | 5% | ? | -5 | 1% | 5% | -3% | -8% | -8% | 0% | 0% |
| 11 | CC(c1ccccc1F)n1cc(C(=O)Nc2ccc3nc[nH]c3c2)nn1 (stereo not given) | 5% | -4% | ? | -10 | 3% | 7% | -6% | -2% | 1% | -5% | -20% |
| 12 | COc1ccc(CCNC(=O)c2c(N)n(CCN3CCOCC3)c3nc4ccccc4nc23)cc1 | ? | 6% | ? | 6 | -2% | ? | -5% | ? | 16% | 0% | -16% |
| 13 | CCOC(=O)CSc1ncnc2c1cnn2-c1ccccc1 | 10% | -2% | 2% | -5 | 0% | 0% | 0% | -5% | 15% | 2% | 12µM* |
| 14 | C=CCn1c(O)c(C(CC)=Nc2cc(OC)ccc2OC)c(=O)[nH]c1=O | ? | 1% | 5% | 14 | -3% | 12% | 3% | -1% | -19% | 10% | 8% |
| 15 | O=C1NC(=O)C(=Cc2cn(CCOc3ccc4c(c3)OCO4)c3ccccc23)C(=O)N1 | ? | -4% | 2% | 1 | 2% | -5% | -4% | 3% | -11% | -7% | 3% |
| 16 | Cc1[nH]c2c(Cl)cccc2c(=O)c1CN1CCCCCC1 | 16% | / | -6% | 8 | -4% | 3% | -5% | 12% | ? | -14% | -12% |
| 17 | O=C(c1ccc(-c2ccccc2)c(F)c1)C1CCCN(CCO)C1 (stereo not given) | 12% | 0% | 2% | 1 | -4% | 4% | 2% | -2% | 1% | 16% | ? |
| 18 | O=C(c1cc(F)ccc1F)C1CCCN(CCCc2ccccc2)C1 (stereo not given) | 1% | 0% | -5% | -101* | -3% | 1% | 0% | -6% | -3% | 0% | 6% |
| 19 | O=C1NC(=O)N(c2ccc3c(c2)OCO3)C(=O)/C1=C/c1ccsc1 | 6% | 9% | 1% | 4 | -2% | -8% | -7% | -2% | 8% | -1% | 19µM* |
| 20 | COC(=O)C1=C(c2ccccc2OCc2ccccc2)C[C@@H]2CC[C@H]1N2C(=O)NCc1ccc(C(F)(F)F)cc1 | -28% | / | / | -21 | -4% | / | 2% | ? | / | / | 0% |

(listing goes on)
| item | molecule | ELG1 repair inh | PKM2 activator | RORg inh | KCNH2 3.1 inh | NPC1 prom act | VP16 counter | Rab9 promoter act | Mito fusion yeast | Menin-MLL TR inh | MBNL1-CUG inh | FLuc modulator |
| --- | --- | --- | --- | --- | --- | --- | --- | --- | --- | --- | --- | --- |
| 21 | COc1ccc(C2SCC(=O)Nc3c2c(C)nn3-c2ccccc2)cc1 (stereo not given) | -13% | -2% | 40% | -4 | -1% | -5% | -1% | 6% | -1% | -1% | 7% |
| 22 | COC[C@H]1OC(=O)c2coc3c2[C@@]1(C)C1=C(C3=O)C2CCC(=O)[C@@]2(C)C[C@H]1OC(C)=O (stereo not given in full) | / | / | ? | / | -22%[46.1 µM] | ? | -13%[46.1 µM] | -50%[inhibitor] | ? | ? | / |
| 23 | Fc1ccc(-c2nc3c(-c4ccc(F)cc4)cnn3cc2CCN2CCOCC2)cc1 | ? | 8% | 25% | 3 | -4% | 1% | -7% | -10% | 12% | 4% | -18% |
| 24 | COc1ccc(-n2c(/C=C/c3ccc4c(c3)OCO4)nc3ccccc3c2=O)cc1 | 23µM* | -2% | 16% | -5 | 1% | ? | -1% | ? | 2% | 16% | -11% |
| 25 | CCN1CCN(C(=O)COc2cc(=O)n(CC)c3ccccc23)CC1 | ? | 29% | 2% | 0 | -1% | -13% | -6% | -3% | 0% | -6% | 6% |
| 26 | O=c1c2ccccc2nc(SCC2CCCCO2)n1-c1ccccc1 (stereo not given) | ? | -5% | ? | -4 | -4% | 0% | -3% | ? | -11% | 4% | 0% |
| 27 | CC[C@@H](C(N)=O)N1CCCC1=O | / | -3% | -1% | / | 1%[46.1 µM] | 5% | -2%[46.1 µM] | -1%&0% | -1% | -3% | -2% |
| 28 | CCC(=NCCc1ccccc1)c1c(O)n(C2CCCCC2)c(=O)[nH]c1=O | ? | 5% | -28% | 9 | -1% | ? | -7% | 19% | 3% | -2% | -1% |
| 29 | CCCCCCn1c(O)c(C=Nc2c(C)n(C)n(-c3ccccc3)c2=O)c(=O)[nH]c1=O | 0% | -2% | -25% | -3 | 0% | -12% | -2% | 0% | -19% | -3% | 1% |
| 30 | COC(=O)N(c1ccccc1)P1(=S)OCCO1 | 1% | 9% | -3% | -5 | 3% | 0% | -19% | -4% | -4% | -3% | -12% |
| 31 | Cc1ccc(-c2nc3ccccc3c(=O)n2-c2cccc(C)n2)cc1 | 6% | -5% | 30% | -11 | 4% | -23% | -4% | ? | -29% | -6% | ? |
| 32 | CC1=CC(=C2C(=O)NC(=O)NC2=O)C=C(C(F)(F)F)N1C(C)C | 17% | -3% | 3% | -3 | 0% | 2% | 4% | 0% | 6% | 21% | 5% |
| 33 | c1ccc(CC2CCCCN2)cc1 (stereo not given) | 0% | -2%[11.5 µM] | ? | 1 | -1% | -2% | 5% | -2% | -15% | 0% | -1% |

A portion of the library; count on the stated rates, not on these rows.
